# MITF primary: MITF inhibitors, primary screen, biochemical, AlphaScreen, human; Microphthalmia-associated transcription factor (Homo sapiens), O75030; AlphaScreen MITF homodimerization, bead proximity signal; inhibition, % at 2.6 µM; actives 0.91% (n = 650,000); AID 1259374, 2018; in the data active = inhibition above about 50%;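 also: 0% = vehicle wells with protein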
# TEAD-YAP block: TEAD-YAP interaction inhibition, primary screen, TEAD-YAP interaction inhibitor project, luminescence, HEK-TIYL cells; inhibition, % at 9.12 µM; TEAD-Gal4/YAP UAS-luciferase luminescence; actives 1.4% (n = 640,000); in the data active = inhibition above about 32%;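 also: 0% = median of test compound wells and 100% = reference inhibitor wells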
# FBW7 activator: FBW7 E3 ligase activators, primary screen, biochemical, AlphaScreen, human; F-box/WD repeat-containing protein 7 (Homo sapiens), Q969H0; actives 0.13% (n = 650,000); AID 1259310, 2017; AlphaScreen FBW7–phospho-cyclin E peptide binding, activator screen; normalized activity (activation), % at 26.1 µM; in the data active = normalized activity above about 1.9%;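 also: purified mutant Fbw7 with reduced substrate affinity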
# Target sequence (Q969H0 whole entry, looked up): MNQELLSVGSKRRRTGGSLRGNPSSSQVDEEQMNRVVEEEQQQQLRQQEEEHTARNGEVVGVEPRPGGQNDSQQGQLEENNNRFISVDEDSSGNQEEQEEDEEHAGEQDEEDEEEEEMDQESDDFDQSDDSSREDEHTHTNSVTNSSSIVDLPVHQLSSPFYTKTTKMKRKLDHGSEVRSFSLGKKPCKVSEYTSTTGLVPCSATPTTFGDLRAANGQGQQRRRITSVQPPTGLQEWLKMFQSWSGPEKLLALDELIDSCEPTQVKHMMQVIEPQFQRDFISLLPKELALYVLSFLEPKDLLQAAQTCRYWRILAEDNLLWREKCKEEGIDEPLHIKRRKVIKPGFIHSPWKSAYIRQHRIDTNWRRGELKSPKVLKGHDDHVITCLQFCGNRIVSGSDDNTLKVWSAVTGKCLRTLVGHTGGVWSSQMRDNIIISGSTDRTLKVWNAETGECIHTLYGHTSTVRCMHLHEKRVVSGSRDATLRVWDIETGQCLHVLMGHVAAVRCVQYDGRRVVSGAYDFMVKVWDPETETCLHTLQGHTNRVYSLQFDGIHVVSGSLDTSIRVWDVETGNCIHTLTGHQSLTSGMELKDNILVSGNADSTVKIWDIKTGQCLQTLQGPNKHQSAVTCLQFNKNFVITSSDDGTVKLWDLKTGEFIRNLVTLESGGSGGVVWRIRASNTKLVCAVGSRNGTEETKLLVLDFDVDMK
# GPR151 activ: activators of human GPR151, primary screen, cell-based, PathHunter beta-arrestin, luminescence; actives 1% (n = 650,000); PathHunter beta-arrestin GPR151 cells; activation, % at 11.2 µM; in the data active = activation above about 4.9%;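 also: 0% = median of compound wells and 100% = cells with positive control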
# * = called active by the depositor.
SMILES,MITF primary,TEAD-YAP block,FBW7 activator,GPR151 activ
CCOC(=O)Cn1nnnc1C(c1ccc([N+](=O)[O-])cc1)N(C)C (stereo not drawn),15.8,-2.8,0.3,-0.8
COc1ccc2c(c1)C1CC(C)(NC(=O)C1c1nc3ccccc3s1)O2 (stereo not drawn),-5.5,-13.9,0.4,-1.0
COc1cccc(NC(=O)CSc2nc3c(cnn3-c3ccccc3)c(=O)[nH]2)c1,-5.6,-1.5,-0.1,-0.6
Cc1ccc(NC(=O)CS(=O)CC(=O)Nc2ccccc2-c2ccc(C)o2)cc1 (stereo not drawn),30.7,-11.6,0.0,-1.2
COc1ccccc1NC(=O)NCC(c1ccc2c(c1)CCN2C)N1CCCC1 (stereo not drawn),-5.7,-3.0,-0.1,-0.6
CCOC(=O)c1c(NC(=O)CSc2nnc(CNC(=O)c3ccco3)n2-c2cc(C)ccc2C)sc2c1CCCCC2,-11.2,-10.2,0.1,0.1
C=CCNC(=S)Nc1ccc(C)cn1,4.5,3.0,0.2,0.4
CC1C(=O)Nc2ccccc2N1C(=O)c1ccc(O)cc1 (stereo not drawn),11.2,-4.7,0.1,0.1
CCn1cnc2sc(C(=O)Nc3ccccc3C(F)(F)F)c(C)c2c1=O,-5.3,-16.3,-0.1,-0.5
COc1ccc(S(=O)(=O)c2c[nH]c3ccc(F)cc3c2=O)cc1,1.9,11.8,0.1,-1.7

# Structural class: the entries above containing a thiophene ring, fused or not (2)
SMILES,MITF primary,TEAD-YAP block,FBW7 activator,GPR151 activ
CCOC(=O)c1c(NC(=O)CSc2nnc(CNC(=O)c3ccco3)n2-c2cc(C)ccc2C)sc2c1CCCCC2,-11.2,-10.2,0.1,0.1
CCn1cnc2sc(C(=O)Nc3ccccc3C(F)(F)F)c(C)c2c1=O,-5.3,-16.3,-0.1,-0.5

# Continued.
SMILES,MITF primary,TEAD-YAP block,FBW7 activator,GPR151 activ
CCOC(=O)c1cccc(NC(=O)c2c(-c3c(Cl)cccc3Cl)noc2C)c1,1.4,2.7,0.2,0.5
COc1ccc(Cl)cc1S(=O)(=O)NCCOC12CC3CC(CC(C3)C1)C2,-0.8,8.9,-0.1,1.4
Oc1ccc2nc(N3CCOCC3)sc2c1,13.7,-10.3,0.6,1.1
O=C(Nc1ccc(F)cc1)c1csc2c1CCCC2,11.1,-64.3,1.8,-1.8
O=C(NCCO)c1cccc(N2CCCC2CO)n1 (stereo not drawn),12.2,3.7,0.3,-1.0
Cc1ccc(N2C(=O)C(Nc3nccs3)(C(F)(F)F)C3=C2CC(C)(C)CC3=O)cc1 (stereo not drawn),4.5,10.5,-0.1,0.3
CC(C)c1ccc(NS(=O)(=O)c2ccc3c(c2)oc(=O)n3C)cc1,-4.9,-6.3,0.0,-0.2
NNc1nc(-c2cccnc2)nc2ccccc12,3.0,28.1,0.0,1.8
c1ccc(N2CCN(C3CCCN(Cc4ccoc4)C3)CC2)cc1 (stereo not drawn),2.4,-4.6,-0.1,-1.7
CCOc1ccc(S(=O)(=O)n2ccc(C)n2)cc1,23.2,-7.4,0.5,-0.7
NC1=NC(=O)CC(C(=O)Nc2ccc(Cl)cc2)S1 (stereo not drawn),-8.4,-2.2,0.0,1.9
COCCN(C(=S)Nc1cccc(SC)c1)C1CCN(C(C)=O)CC1,2.7,-4.6,0.3,1.2
CC(C)(CO)NC(=O)c1cnc2sc3ccccc3n2c1=O,8.7,-5.4,0.3,3.2
CC(=O)c1c(C)[nH]c(C(=O)CN(C)CC(=O)Nc2ccccc2Cl)c1C,6.1,8.2,0.1,-0.7
Cc1ccc(C)c(NC(=O)C(=O)/C=C(\O)c2ccccc2)c1,33.9,-50.4,0.2,-0.5
O=C(N/N=C/c1ccc(C(=O)O)cc1)C(=O)Nc1cccc(Br)c1,1.3,5.8,-0.1,9.3*
COc1cc(/C=N/N2CCN(C)CC2)ccc1OCc1ccccc1,28.3,-22.0,-0.1,2.7
COc1cc(C(=O)NC(=S)Nc2cccc(C(=O)O)c2C)cc(OC)c1OC,-1.3,-9.0,-0.1,0.7
COc1ccc2c(CNCc3cccc(Cl)c3)c(C(=O)O)n(C)c2c1,-4.7,-2.5,0.7,-1.3
COc1cccc(OCCCOc2ccccc2C=O)c1,-15.5,-26.1,-0.1,0.3
O=C(NCc1ccc(F)cc1)C(c1cccs1)N(C(=O)c1csnn1)C1CC1 (stereo not drawn),3.8,7.3,0.0,0.1
COC(=O)c1cc(C(=O)OCc2csc(-c3ccccc3)n2)cc([N+](=O)[O-])c1,16.0,-4.7,0.0,-1.4
COc1cccc(OC)c1C(=O)NC(=S)Nc1ccc2c(c1)OCCO2,-5.3,-6.9,-0.2,0.6
Cc1ccccc1C(=O)NC(=S)Nc1cccc(-c2nc3ncccc3o2)c1,-11.8,2.7,0.0,0.5
CCN1CCN(Cc2cn[nH]c2-c2ccc3cc(OC)ccc3c2)[C@@H](C)C1=O,-6.7,-10.3,-0.1,1.7
O=[N+]([O-])c1ccc(S(=O)(=O)N2CCSC2c2ccc(Cl)cc2)cc1 (stereo not drawn),-0.1,4.9,0.0,1.6
O=C(O)c1cccc(N2C(=O)/C(=C/c3ccc(Cl)cc3)C=C2c2ccccc2)c1,-1.2,-34.6,-0.1,-0.3
CC(C)(C)CC(=O)Nc1sc2c(c1C(N)=O)CCCCC2,4.3,5.4,0.2,-1.1
CC(=O)N/N=C1/CC(C)(C)Cc2n[nH]c(=O)cc21,1.9,2.2,0.2,-0.2
CCN(CC)C(=O)COc1ccc(C2C(C#N)=C(N)Oc3n[nH]c(COC)c32)cc1OC (stereo not drawn),22.4,-15.4,0.2,-0.9
CCC(=NCCc1ccccc1)C1=C(O)C(C(=O)OC)C(C)(C)CC1=O (stereo not drawn),23.0,-11.3,-0.2,-0.1
CCOC(=O)c1sc(NC(=O)CSc2ncnc3sc4c(c23)CCC4)c(C(=O)OCC)c1C,-2.5,15.9,-0.2,-0.6
Cc1cccc(Nc2nc(C)[nH]c2[N+](=O)[O-])c1,6.1,0.3,-0.1,-0.5
N#Cc1ccc(OCC(=O)c2ccc(OC(F)F)cc2)cc1,10.9,7.0,0.0,1.7
O=C1C2C3CCC(C3)C2C(=O)N1c1ccc(F)cc1Cl (stereo not drawn),1.4,-3.7,0.0,0.3
COc1ccc(/C=C2/C(=N)N3C(=NC2=O)SN=C3S(=O)(=O)C(C)C)cc1,1.8,7.9,-0.2,-0.9
O=c1[nH]c(O)c(C=Nc2ccc(Br)cn2)c(=O)[nH]1,11.3,-3.3,-0.5,-0.4
COc1ccc(-c2cc(C(F)(F)F)n3nc(C(=O)N4CCN(C(c5ccccc5)c5ccccc5)CC4)cc3n2)cc1,-2.5,-5.7,0.1,-0.5
N#Cc1ccc(-c2cccnc2)nc1SCC(=O)c1ccc(Br)cc1,-3.0,-50.8,0.3,-1.0
CCC(=O)Nc1c2c(nn1-c1cccc(C)c1C)CS(=O)(=O)C2,14.4,3.3,0.4,0.9
CN(C)CCCN1C(=O)C(O)=C(C(=O)c2cccs2)C1c1ccco1 (stereo not drawn),-4.7,-0.4,0.1,-1.1
CCc1cc(OCCOCCN2CC(C)OC(C)C2)ccc1Cl (stereo not drawn),48.0,4.6,-0.2,1.0
O=C(CCC1CCCN(c2ncccn2)C1)N1CCN(c2ccccn2)CC1 (stereo not drawn),14.1,-0.5,0.2,-1.9
COc1cccc(-c2nc(CS(=O)CC(=O)NC(C)CCc3ccccc3)c(C)o2)c1 (stereo not drawn),1.4,0.6,-0.2,-0.3
Cc1c(Cl)cn2c(=O)cc(CN3CC(C)OC(C)C3)nc2c1Cl (stereo not drawn),-1.7,-1.6,0.0,-0.1
COc1ccc(/C=C(\C#N)C(=O)Oc2ccc([N+](=O)[O-])c3cccnc23)cc1,53.6*,12.0,-1.9,-0.9
CCOC(=O)CC1COCCN1Cc1cn[nH]c1-c1ccc(C)c(C)c1 (stereo not drawn),5.0,-0.1,0.0,-1.2
Cc1ccc(OC(=O)COc2ccccc2C)cc1,-4.1,-7.3,-0.1,-0.4
CCCCCCCc1c(O)nc(SCCN2CCOCC2)n(-c2ccccc2)c1=O,1.3,-9.6,-0.1,-1.5
Cc1cc(C)c(S(=O)(=O)N(Cc2ccccc2)c2ccccn2)c(C)c1,-8.6,-2.6,0.1,1.4

# Later entries.
SMILES,MITF primary,TEAD-YAP block,FBW7 activator,GPR151 activ
Cc1ccc(C)c(NC(=O)C(Cc2ccc([N+](=O)[O-])cc2)N2C(=O)c3ccccc3C2=O)c1 (stereo not drawn),9.2,11.0,-0.1,-0.3
COc1ccc(Cl)cc1NCc1nnc2n1CCCCC2,11.3,-3.0,0.1,-0.1
COc1ccc(C)cc1S(=O)(=O)NCCOC12CC3CC(CC(C3)C1)C2,4.1,-2.6,0.1,-0.9
OCCNc1nc(Nc2ccncn2)nc2c1ncn2-c1ccsc1,-2.8,36.0*,0.0,0.9
CC12CCC(=O)N1C(C(=O)Nc1nccs1)CS2 (stereo not drawn),8.9,0.9,0.0,-0.6
Brc1ccc(CN2CCN(Cc3cccnc3)CC2)cc1,84.3*,-4.1,0.0,3.5
COC(=O)c1ccccc1NC(=O)C1CC(=O)N(c2ccc(OC)cc2)C1 (stereo not drawn),2.3,-7.7,-0.1,1.4
NS(=O)(=O)c1ccc(CNS(=O)(=O)c2cc(C(F)(F)F)ccc2Cl)cc1,4.4,1.5,-0.1,0.7
CCN1CCN(c2ncc(C(=O)O)c3ccccc23)CC1,3.0,-12.7,0.0,0.0
COc1ccccc1C(=O)N1CCN=C1SCc1cccc([N+](=O)[O-])c1,16.0,-8.7,0.1,-0.9
COC(=O)C(NS(=O)(=O)c1ccc(Cl)cc1)C(C)C (stereo not drawn),-4.3,2.7,0.0,2.6
CCC(C)NC(=S)Nc1ccc([N+](=O)[O-])cc1 (stereo not drawn),-8.4,8.5,-0.1,0.7
O=C(/C=C/c1ccc(Cl)cc1Cl)n1cccn1,8.7,4.7,0.0,0.8
Cc1ccccc1C(=O)Nc1cccc([N+](=O)[O-])c1,9.0,0.2,0.1,-1.1
O=C(NCCOc1cccc2cccnc12)c1cc(Cl)ccc1Cl,7.4,-14.2,0.0,-1.4
COc1cc2nc(-c3ccccc3)nc(Nc3cc(OC)c(OC)c(OC)c3)c2cc1OC,-7.8,17.2,0.0,2.2
CC(=O)c1cccc(NC(=O)COc2ccc(Cl)cc2Cl)c1,-5.9,-37.0,-0.2,-0.2
N#Cc1c2c(c(-n3ccnc3)n3c1nc1ccccc13)CCCC2,5.7,6.2,-0.1,1.3
Cc1c(Cl)cccc1NC(=O)Nc1ccc(CC(=O)O)cc1,7.5,3.5,0.1,-1.4
O=C(COc1ccccc1)N/N=C/c1sc2ccccc2c1O,21.6,10.3,-0.7,0.8

# Reformatted: entries from further up
structure	MITF primary	TEAD-YAP block	FBW7 activator	GPR151 activ
COc1cc2nc(-c3ccccc3)nc(Nc3cc(OC)c(OC)c(OC)c3)c2cc1OC	-7.8	17.2	0.0	2.2
N#Cc1c2c(c(-n3ccnc3)n3c1nc1ccccc13)CCCC2	5.7	6.2	-0.1	1.3
O=C(COc1ccccc1)N/N=C/c1sc2ccccc2c1O	21.6	10.3	-0.7	0.8
CC(=O)c1cccc(NC(=O)COc2ccc(Cl)cc2Cl)c1	-5.9	-37.0	-0.2	-0.2
Cc1ccccc1C(=O)Nc1cccc([N+](=O)[O-])c1	9.0	0.2	0.1	-1.1
COC(=O)C(NS(=O)(=O)c1ccc(Cl)cc1)C(C)C (stereo not drawn)	-4.3	2.7	0.0	2.6
O=C(/C=C/c1ccc(Cl)cc1Cl)n1cccn1	8.7	4.7	0.0	0.8

# The list goes on.
SMILES,MITF primary,TEAD-YAP block,FBW7 activator,GPR151 activ
Cc1cc(=O)oc2c3c(ccc12)O/C(=C/c1cccc(O)c1)C3=O,-3.8,5.1,0.1,-1.0
CN(C)c1ccccc1-c1cnc2c(N3CCN(C(=O)c4ccco4)CC3)nccn12,-15.4,-59.1,-0.6,-0.8
CC(C)OCCNC(=O)CC1C(=O)NCCN1Cc1ccc(Cl)c(F)c1 (stereo not drawn),12.3,5.1,0.2,-0.1
CCOCCn1c(=NC(=O)c2ccc([N+](=O)[O-])s2)sc2cccc(OC)c21,-8.4,-4.6,-0.1,2.8
Cc1csc(SCC(=O)N2CCCC(c3[nH]ncc3-c3ccccc3C)C2)n1 (stereo not drawn),13.4,3.3,0.1,-1.4
CC(=O)N1N=C(c2ccc(C)cc2)CC1c1cn(-c2ccccc2)nc1-c1ccccc1 (stereo not drawn),-8.6,-5.2,0.7,-0.9
O=C(COc1ccc2ccccc2c1)N/N=C/c1cccc2cccnc12,16.5,12.4,-0.1,-1.3
Cc1ccc(Cl)cc1N1CCN(C(=O)c2ccc3c(c2)NC(=O)C(CSCc2ccc(F)cc2)N3)CC1 (stereo not drawn),12.2,-10.2,0.6,-2.3
CC(C)NC(=O)C1CCCCC1C(=O)O (stereo not drawn),9.0,7.5,0.0,0.6
CCCNc1nc(N2CCCC2CO)nc2c1ncn2C(C)C (stereo not drawn),10.4,-4.0,0.0,3.0
COC(=O)c1ccc(COC(=O)c2ccncc2)o1,7.7,0.1,-0.2,1.9
CC(=O)N1CCN(Cc2ccc3c(c2)CN(C(=O)c2cc4ccccc4[nH]2)CCO3)CC1,5.6,6.6,-0.1,2.7

# Screening results (PubChem)
